NSD2 block: inhibitors of human NSD2, primary screen, biochemical, plate reader, single point; Histone-lysine N-methyltransferase NSD2 (Homo sapiens), O96028; NSD2-SET H3K36me1 DELFIA fluorescence; inhibition, % at 12.5 µM; 0.07% of 44,000 active; in the data active = inhibition above about 54%, passing the limit was not always enough;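 note: inhibitors reduce the monomethyl H3K36 fluorescence signal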
Target sequence (O96028 whole entry, looked up): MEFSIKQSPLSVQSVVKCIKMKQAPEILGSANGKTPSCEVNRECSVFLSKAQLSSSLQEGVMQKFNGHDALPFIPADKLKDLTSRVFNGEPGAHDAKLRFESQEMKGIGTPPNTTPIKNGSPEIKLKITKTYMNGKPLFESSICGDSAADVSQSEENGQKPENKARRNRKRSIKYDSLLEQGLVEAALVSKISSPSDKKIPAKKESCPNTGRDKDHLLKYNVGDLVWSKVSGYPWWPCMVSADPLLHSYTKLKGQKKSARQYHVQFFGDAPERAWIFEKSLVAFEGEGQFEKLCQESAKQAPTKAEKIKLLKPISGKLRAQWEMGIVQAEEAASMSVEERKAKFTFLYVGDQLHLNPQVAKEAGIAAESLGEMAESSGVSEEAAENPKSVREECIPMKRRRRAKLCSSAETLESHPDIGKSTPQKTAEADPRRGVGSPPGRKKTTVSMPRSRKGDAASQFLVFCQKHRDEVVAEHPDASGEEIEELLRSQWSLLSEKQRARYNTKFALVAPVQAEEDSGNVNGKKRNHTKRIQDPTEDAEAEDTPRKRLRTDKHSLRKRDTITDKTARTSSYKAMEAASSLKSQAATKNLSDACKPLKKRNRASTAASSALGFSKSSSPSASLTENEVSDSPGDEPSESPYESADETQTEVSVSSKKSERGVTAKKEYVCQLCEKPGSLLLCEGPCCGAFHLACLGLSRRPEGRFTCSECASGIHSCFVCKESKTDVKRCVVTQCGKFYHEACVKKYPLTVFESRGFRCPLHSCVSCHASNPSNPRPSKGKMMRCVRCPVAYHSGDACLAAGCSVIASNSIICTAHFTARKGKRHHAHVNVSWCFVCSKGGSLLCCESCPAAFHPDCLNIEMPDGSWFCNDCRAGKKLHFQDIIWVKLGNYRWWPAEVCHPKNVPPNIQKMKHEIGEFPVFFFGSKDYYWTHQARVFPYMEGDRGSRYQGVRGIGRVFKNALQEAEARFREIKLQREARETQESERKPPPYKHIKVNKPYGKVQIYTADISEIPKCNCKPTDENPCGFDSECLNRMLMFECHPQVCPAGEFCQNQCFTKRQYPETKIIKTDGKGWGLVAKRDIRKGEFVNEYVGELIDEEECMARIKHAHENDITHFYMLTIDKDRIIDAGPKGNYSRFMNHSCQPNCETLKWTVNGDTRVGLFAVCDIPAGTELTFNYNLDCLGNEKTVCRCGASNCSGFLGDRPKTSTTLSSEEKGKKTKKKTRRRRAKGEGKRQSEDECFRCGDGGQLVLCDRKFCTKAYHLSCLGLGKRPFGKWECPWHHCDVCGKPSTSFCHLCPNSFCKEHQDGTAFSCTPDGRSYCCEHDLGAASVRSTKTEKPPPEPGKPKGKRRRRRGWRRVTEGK
* marks the source's active call; other numbers are inactive results. The list is partial; rates above refer to the full screens.

The first 3 records as a preview:
SMILES	NSD2 block
C[C@@H]1CN([C@H](C)CO)S(=O)(=O)c2ccc(-c3ccccc3F)cc2O[C@H]1CN(C)Cc1ccncc1	-176
C[C@@H]1CN([C@H](C)CO)C(=O)CCCn2nncc2CO[C@H]1CN(C)C(=O)Nc1cccc(F)c1	4
C=C1C(=O)O[C@@H]2C=C(C)[C@@H]3CC[C@@](C)(O)[C@@H]3C[C@H]12	1

The list itself, from the first entry:
SMILES	NSD2 block
C[C@@H]1CN([C@H](C)CO)S(=O)(=O)c2ccc(-c3ccccc3F)cc2O[C@H]1CN(C)Cc1ccncc1	-176
C[C@@H]1CN([C@H](C)CO)C(=O)CCCn2nncc2CO[C@H]1CN(C)C(=O)Nc1cccc(F)c1	4
C=C1C(=O)O[C@@H]2C=C(C)[C@@H]3CC[C@@](C)(O)[C@@H]3C[C@H]12	1
CCC(=O)N(C)C[C@H]1Oc2ncc(C#Cc3ccccc3)cc2C(=O)N([C@H](C)CO)C[C@@H]1C	4
Cc1ccccc1-c1cnc2c(c1)C(=O)N([C@@H](C)CO)C[C@@H](C)[C@@H](CN(C)CC1CC1)O2	-1
CNC[C@@H]1OCCCC[C@@H](C)Oc2ccc(NC(=O)CCC(F)(F)F)cc2C(=O)N([C@H](C)CO)C[C@H]1C	2
C[C@H](CO)N1C[C@H](C)[C@H](CN(C)C)Oc2ncc(-c3cc4ccccc4o3)cc2C1=O	0
C[C@H](O)C#Cc1cnc2c(c1)C(=O)N([C@@H](C)CO)C[C@H](C)[C@H](CN(C)C(=O)c1ccccc1)O2	4
C[C@@H]1CCCCO[C@@H](CN(C)C(=O)Nc2ccc(C(F)(F)F)cc2)[C@H](C)CN([C@@H](C)CO)C(=O)c2cc(NS(C)(=O)=O)ccc2O1	11
C[C@H](CO)N1C[C@H](C)[C@@H](CN(C)Cc2ccccc2)OCc2cn(nn2)CCCC1=O	2
C[C@H](CO)N1C[C@H](C)[C@@H](CN(C)C(=O)Cc2ccccc2)Oc2cc(C#Cc3ccccc3F)ccc2S1(=O)=O	-6
C[C@H]1CN([C@@H](C)CO)C(=O)c2cc(-c3ccc(F)cc3)cnc2O[C@@H]1CN(C)Cc1ccccn1	2
C/C=C/[C@H](CCn1cc([C@H](O)c2ccccc2)nn1)[Si](C)(C)c1ccc(OC)cc1	-1
COCC(=O)N(C)C[C@@H]1Oc2ncc(-c3ccc(C#N)cc3)cc2C(=O)N([C@H](C)CO)C[C@H]1C	-3
C[C@@H]1CN([C@H](C)CO)C(=O)c2cc(NS(=O)(=O)c3cccs3)ccc2O[C@@H](C)CCCCO[C@@H]1CN(C)S(C)(=O)=O	7
C[C@H](CO)N1C[C@H](C)[C@H](CN(C)Cc2cccc(C(=O)O)c2)Oc2ncc(C#CCc3ccccc3)cc2C1=O	11
COc1cccc(S(=O)(=O)N(C)C[C@@H]2Oc3cc(C#CCN(C)C)ccc3S(=O)(=O)N([C@@H](C)CO)C[C@@H]2C)c1	-12
C[C@@H]1CN([C@H](C)CO)C(=O)c2cc(NC(=O)Nc3ccc(F)cc3)ccc2O[C@H]1CN(C)S(C)(=O)=O	0
CS(=O)(=O)Nc1ccc2c(c1)[C@@H]1C[C@H](CC(=O)NCCc3ccccc3)O[C@@H](CO)[C@@H]1O2	1
COC(=O)C[C@@H]1C[C@H]2c3cc(NC(=O)NC4CCCC4)ccc3O[C@H]2[C@H](CO)O1	-5
C[C@H](CO)N1C[C@H](C)[C@@H](CN(C)S(=O)(=O)c2ccccc2)Oc2ccc(NC(=O)Nc3ccc4c(c3)OCO4)cc2CC1=O	-6
C/C=C/c1ccc2c(c1)O[C@H](CN(C)CC1CCCC1)[C@@H](C)CN([C@H](C)CO)S2(=O)=O	-6
O=C1O[C@@H](c2ccccc2)[C@@H](c2ccccc2)N2[C@@H](c3ccccc3OCCO)[C@]3(C(=O)Nc4ccc(C#CCCO)cc43)[C@@H](C(=O)N3CCN(c4ncccn4)CC3)[C@H]12	6
CN(C)CC(=O)Nc1ccc2c(c1)[C@H]1C[C@H](CC(=O)N3CCCCC3)O[C@H](CO)[C@H]1O2	2

6 neighbouring entries from above, quoted:
SMILES	NSD2 block
C/C=C/[C@H](CCn1cc([C@H](O)c2ccccc2)nn1)[Si](C)(C)c1ccc(OC)cc1	-1
COCC(=O)N(C)C[C@@H]1Oc2ncc(-c3ccc(C#N)cc3)cc2C(=O)N([C@H](C)CO)C[C@H]1C	-3
C[C@@H]1CN([C@H](C)CO)C(=O)c2cc(NS(=O)(=O)c3cccs3)ccc2O[C@@H](C)CCCCO[C@@H]1CN(C)S(C)(=O)=O	7
C[C@H](CO)N1C[C@H](C)[C@H](CN(C)Cc2cccc(C(=O)O)c2)Oc2ncc(C#CCc3ccccc3)cc2C1=O	11
COc1cccc(S(=O)(=O)N(C)C[C@@H]2Oc3cc(C#CCN(C)C)ccc3S(=O)(=O)N([C@@H](C)CO)C[C@@H]2C)c1	-12
C[C@@H]1CN([C@H](C)CO)C(=O)c2cc(NC(=O)Nc3ccc(F)cc3)ccc2O[C@H]1CN(C)S(C)(=O)=O	0

(more compounds)
SMILES	NSD2 block
C[C@H]1CN([C@@H](C)CO)C(=O)c2cc(NC(=O)C3CCCCC3)ccc2O[C@@H]1CN(C)C(=O)Nc1ccc(C(F)(F)F)cc1	-5
C[C@@H]1CN([C@H](C)CO)C(=O)c2cc(-c3ccncc3)cnc2O[C@@H]1CN(C)S(=O)(=O)c1ccc(F)cc1	5
CNC[C@@H]1Oc2cc(-c3ccc(C(=O)N(C)C)cc3)ccc2S(=O)(=O)N([C@@H](C)CO)C[C@H]1C	6
C[C@H]1CCCCO[C@@H](CN(C)CC2CCCCC2)[C@@H](C)CN([C@@H](C)CO)C(=O)c2cc(NS(=O)(=O)c3ccc(F)cc3)ccc2O1	7
C[C@@H]1CN([C@@H](C)CO)C(=O)Cc2cc(NC(=O)Nc3ccccc3)ccc2O[C@@H]1CN(C)Cc1ccncc1	-2
C[C@H](CO)N1C[C@H](C)[C@H](CN(C)C(=O)Cc2ccncc2)Oc2ncc(C#CCN(C)C)cc2C1=O	5
COc1ccc(S(=O)(=O)Nc2ccc3c(c2)CC(=O)N([C@H](C)CO)C[C@@H](C)[C@H](CN(C)S(=O)(=O)c2ccc(OC)cc2)O3)cc1	-3
C[C@@H]1CN([C@H](C)CO)C(=O)c2cc(Br)cnc2O[C@H]1CN(C)C(=O)c1ccccc1F	8
COc1ccc(S(=O)(=O)Nc2ccc3c(c2)C(=O)N([C@@H](C)CO)C[C@@H](C)[C@@H](CN(C)C)O3)cc1	1
Cc1noc(C)c1S(=O)(=O)Nc1ccc2c(c1)C(=O)N([C@@H](C)CO)C[C@@H](C)[C@@H](CN(C)C(=O)Nc1ccccc1)OCCCC[C@H](C)O2	0
COC(=O)CN1C(=O)CN(c2nc(C)cc(C)n2)C1=O	0
O=C(C[C@@H]1C[C@H]2c3cc(NC(=O)C4CCOCC4)ccc3O[C@H]2[C@H](CO)O1)NCc1cc(F)ccc1F	-19
C[C@@H]1CN([C@H](C)CO)C(=O)c2cc(-c3ccccc3)cnc2O[C@H]1CN(C)C(=O)Nc1ccc2c(c1)OCO2	3
COC(=O)c1c(N)c(C#N)c2n1CCC2	0
CN1CCN(C(=O)C[C@@H]2CC[C@H](NS(=O)(=O)c3cccc(F)c3)[C@H](CO)O2)CC1	1
C[C@H]1CCCCO[C@@H](CN(C)C(=O)CCCN(C)C)[C@@H](C)CN([C@@H](C)CO)C(=O)c2cc(NC(=O)c3ccncc3)ccc2O1	-3
O=C(NC1CCN(Cc2ccccc2)CC1)c1ccc(NS(=O)(=O)c2cccs2)cc1	3
C=CCN1C(=O)[C@@]2(O[C@@H](CCO)[C@H]([Si](C)(C)c3ccc(OC)cc3)[C@H]2C)c2cc(N3CCCCC3=O)ccc21	1
C[C@H](O)C#Cc1ccc2c(c1)O[C@@H](CN(C)C)[C@H](C)CN([C@@H](C)CO)S2(=O)=O	-1
C[C@@H]1CN([C@@H](C)CO)C(=O)c2cc(NC(=O)Cc3cn(C)c4ccccc34)ccc2O[C@@H]1CN(C)Cc1ccccc1	-2
C[C@@H]1CN([C@@H](C)CO)C(=O)c2cc(NC(=O)C3CC3)ccc2O[C@H]1CN(C)Cc1ccc(C(=O)O)cc1	7
C[C@@H]1CN([C@@H](C)CO)C(=O)c2cc(/C=C/c3ccccc3)cnc2O[C@@H]1CN(C)C(=O)Cc1cccnc1	1
Cc1cc(C(=O)Nc2cccc3c2O[C@@H](CN(C)Cc2ccncc2)[C@@H](C)CN([C@@H](C)CO)C3=O)n(C)n1	2
COc1cccc(NC(=O)N[C@H]2CC[C@@H](CC(=O)Nc3ccc(-c4ccccc4)cc3)O[C@@H]2CO)c1	5
C[C@@H]1CCCCO[C@@H](CN(C)S(=O)(=O)c2cccs2)[C@H](C)CN([C@@H](C)CO)C(=O)c2cc(NS(C)(=O)=O)ccc2O1	3
C/C=C/c1cnc2c(c1)C(=O)N([C@@H](C)CO)C[C@H](C)[C@H](CN(C)C(=O)Cc1cccnc1)O2	4
CC(C)NC(=O)N(C)C[C@H]1Oc2c(NC(=O)c3ccc(-c4nccs4)cc3)cccc2C(=O)N([C@H](C)CO)C[C@H]1C	9
COc1ccc(S(=O)(=O)N(C)C[C@@H]2Oc3ccc(NS(C)(=O)=O)cc3CC(=O)N([C@H](C)CO)C[C@H]2C)cc1	27
COc1ccc(NC(=O)N(C)C[C@@H]2Oc3ncc(C#CC(C)C)cc3C(=O)N([C@@H](C)CO)C[C@H]2C)cc1	2
C/C=C/c1ccc2c(c1)O[C@H](CN(C)C(=O)CN(C)C)[C@H](C)CN([C@@H](C)CO)S2(=O)=O	1
COc1ccc(S(=O)(=O)N(C)C[C@H]2Oc3ccc(NS(=O)(=O)c4cn(C)cn4)cc3C(=O)N([C@H](C)CO)C[C@H]2C)cc1	-4
C[C@H](CO)N1C[C@H](C)[C@H](CN(C)C(=O)Nc2ccc3c(c2)OCO3)Oc2ncc(-c3ccc(F)cc3)cc2C1=O	4
C[C@H]1CCCCO[C@H](CN(C)C(=O)Nc2ccc(F)cc2)[C@@H](C)CN([C@@H](C)CO)C(=O)c2cc(NC(=O)NC3CCCCC3)ccc2O1	-6
COCC(=O)N(C)C[C@@H]1Oc2ncc(-c3ccccc3C)cc2C(=O)N([C@H](C)CO)C[C@@H]1C	12
COc1ccc(CN(C)C[C@@H]2Oc3c(NC(=O)c4cc(C)nn4C)cccc3C(=O)N([C@H](C)CO)C[C@@H]2C)cc1	-5
CC(C)NC(=O)Nc1ccc2c(c1)C(=O)N([C@H](C)CO)C[C@@H](C)[C@H](CN(C)S(=O)(=O)c1cccs1)OCCCC[C@H](C)O2	0
C[C@H]1CN([C@@H](C)CO)C(=O)Cc2cc(NC(=O)CCC(F)(F)F)ccc2O[C@H]1CN(C)C(=O)Nc1cccc2ccccc12	16
CC(C)NC(=O)N(C)C[C@H]1Oc2ccc(NC(=O)Cn3cnnn3)cc2CC(=O)N([C@@H](C)CO)C[C@H]1C	10
C[C@@H]1CN([C@H](C)CO)C(=O)c2cc(-c3ccc(F)cc3)cnc2O[C@@H]1CN(C)S(C)(=O)=O	-9
C[C@@H]1CN([C@H](C)CO)C(=O)c2ccccc2-c2ccccc2CO[C@@H]1CN(C)C(=O)Nc1ccnc(N2CCOCC2)c1	0
O=C(C[C@@H]1C=C[C@@H](NC(=O)C2CC2)[C@H](CO)O1)NCc1ccncc1	7
C[C@H]1CN([C@@H](C)CO)C(=O)c2cccc(NC(=O)c3cnccn3)c2O[C@@H]1CN(C)Cc1ccc(C(=O)O)cc1	-1
C[C@@H]1CN([C@H](C)CO)C(=O)CCCn2nncc2CO[C@H]1CN(C)S(=O)(=O)c1ccc(C#N)cc1	0
C[C@@H]1CN([C@@H](C)CO)C(=O)Cc2cc(NC(=O)CCC(F)(F)F)ccc2O[C@@H]1CN(C)Cc1ccc2c(c1)OCO2	-3
C[C@@H]1CN([C@@H](C)CO)C(=O)c2cc(NC(=O)CCCCCC(=O)Nc3ccccc3N)ccc2O[C@@H]1CN(C)S(=O)(=O)c1cccs1	-3
COC(=O)c1cc(O)c(C(=O)c2c(O)cccc2C(=O)O)c(O)c1	16
COc1cccc(C#Cc2cnc3c(c2)C(=O)N([C@@H](C)CO)C[C@@H](C)[C@H](CN(C)C(=O)C2CCCCC2)O3)c1	0
C[C@H](CO)N1C[C@H](C)[C@@H](CN(C)S(=O)(=O)c2ccccc2)Oc2c(NC(=O)C3CCCCC3)cccc2C1=O	3
COc1ccc(NC(=O)Nc2ccc3c(c2)CC(=O)N([C@@H](C)CO)C[C@@H](C)[C@@H](CN(C)S(=O)(=O)c2ccc(Cl)cc2)O3)cc1	3
C[C@@H]1CN([C@H](C)CO)C(=O)c2cc(NC(=O)C3CC3)ccc2O[C@@H]1CN(C)Cc1ccc2c(c1)OCO2	0
C[C@H]1CN([C@@H](C)CO)S(=O)(=O)c2ccc(C#CCN(C)C)cc2O[C@H]1CN(C)C(=O)c1ccccc1F	-4
CC(C)C#Cc1ccc2c(c1)O[C@@H](CN(C)C(=O)c1cnccn1)[C@@H](C)CN([C@@H](C)CO)S2(=O)=O	-2
C[C@@H]1CN([C@@H](C)CO)C(=O)Cc2cc(NS(C)(=O)=O)ccc2O[C@H]1CN(C)Cc1ccncc1	2
COCCOC(=O)N1C(=O)[C@@]2(c3cc(C#CCC(C(=O)OC)C(=O)OC)ccc31)[C@H](c1ccc(OCCO)cc1)N1[C@H](c3ccccc3)[C@H](c3ccccc3)OC(=O)[C@H]1[C@@H]2C(=O)NC[C@H](O)c1ccccc1	-5
C[C@@H]1CN([C@H](C)CO)C(=O)c2cc(NC(=O)Nc3ccc4c(c3)OCO4)ccc2O[C@@H]1CN(C)S(=O)(=O)c1ccccc1	-9

A few values from the entries so far:
NSD2 block, C[C@H]1CN([C@@H](C)CO)S(=O)(=O)c2ccc(C#CCN(C)C)cc2O[C@H]1CN(C)C(=O)c1ccccc1F : -4
NSD2 block, C[C@@H]1CN([C@H](C)CO)C(=O)c2cc(NC(=O)Nc3ccc4c(c3)OCO4)ccc2O[C@@H]1CN(C)S(=O)(=O)c1ccccc1 : -9
NSD2 block, C[C@@H]1CN([C@@H](C)CO)C(=O)Cc2cc(NS(C)(=O)=O)ccc2O[C@H]1CN(C)Cc1ccncc1 : 2
NSD2 block, CC(C)C#Cc1ccc2c(c1)O[C@@H](CN(C)C(=O)c1cnccn1)[C@@H](C)CN([C@@H](C)CO)S2(=O)=O : -2

Compound activity from PubChem BioAssay.
